High-throughput results as filed in PubChem BioAssay.
RSV antiviral HEp-2 – inhibition of RSV-induced cytopathic effect – HEp-2 cells, primary 10 µM value included (AID 2391); CPE inhibition, % at 10 µM, or IC50 in µM where a hit was titrated; hit rate 0.13% among 310,000; HEp-2 cells, RSV-induced CPE inhibition; higher % means a stronger effect; in the data active means a potency from the dose series; further: strong numbers were not always called active
PhoP inhibition – PhoP-dependent GFP reporter repression – Salmonella Typhimurium, primary screen (AID 1863); S. Typhimurium PhoP-regulated promoter GFP reporter, 4 h; higher % means a stronger effect; inhibition, % at 50 µM; hits with a dose series show IC50 in µM; hit rate 0.16% among 300,000;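 active means inhibition over 29.93%, a cutoff 3 SD above the screen mean, later confirmed by dose response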;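 further: 0% = low Mg2+ inducing control and 100% = high Mg2+ repressing control; strong numbers were not always called active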
LYP phosphatase – PTPN22 lymphoid phosphatase activity blockers – biochemical, fluorescence intensity, uHTS (AID 1779); inhibition, % at 11.5 µM, or IC50 in µM where a hit was titrated; recombinant LYP phosphatase, fluorescence intensity; higher % means a stronger effect; hit rate 0.054% among 290,000; in the data active means inhibition above about 50%;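 further: plate controls were vehicle with enzyme for no effect and no enzyme for full effect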
MgcRacGAP inhibition – MgcRacGAP GTPase-activating activity inhibitors, confirmation, biochemical, ADP Hunter fluorescence | MgcRacGAP-stimulated Rac1 GTP hydrolysis, ADP Hunter fluorescence; higher % means a stronger effect; GST-tagged Rac1 F28L mutant substrate | inhibition, % at 30 µM; hits with a dose series show IC50 in µM | hit rate 0.6% among 340,000 | AID 624330;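 active means first-screen hits whose inhibition reached a set limit at any dose in the follow-up dose series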;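 further: fluorescence reports GDP produced by GAP-driven GTP hydrolysis; strong numbers were not always called active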
West Nile antiviral – inhibition of WNV-induced cytopathic effect – cell-based, CPE readout (AID 1621). West Nile virus-infected cells, CPE inhibition; higher % means a stronger effect. CPE inhibition, % at 10 µM, or IC50 in µM where a hit was titrated. hit rate 0.02% among 290,000; in the data active means a potency from the dose series; further: strong numbers were not always called active
GPR35 antagonists – inhibition of zaprinast-stimulated GPR35 beta-arrestin translocation – imaging, U2OS, beta-arrestin-GFP, zaprinast agonist, primary screen (AID 2058); hit rate 0.052% among 290,000; inhibition, % at 10 µM; hits with a dose series show IC50 in µM; U2OS GPR35 beta-arrestin-GFP translocation imaging, zaprinast antagonism; higher % means a stronger effect;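 active means inhibition of at least 50% with at least 30 cells and total cytoplasm GFP at most 10,000,000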
CSM14.1 death rescue – protection against thapsigargin-triggered cell killing – 384-well, CSM14.1, ATP luminescence, primary screen (AID 1222) | CSM14.1 thapsigargin-induced death rescue, ATP luminescence; higher % means a stronger effect | cellular ATP content (survival), % at 20 µM, or EC50 in µM where a hit was titrated | 190,000 tested, under 10 active;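 active means EC50 below 50 µM in the dose-response confirmation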;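 further: death triggered by thapsigargin at about 15 µM added after 2 h compound pretreatment; cell ATP read after overnight thapsigargin exposure of roughly 18 to 22 hours; normalized against plate controls of thapsigargin alone and 5% DMSO vehicle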
SV40 large T antigen – SV40 large T antigen inhibitors, biochemical (AID 1903); SV40 large T antigen ATPase/helicase inhibition assay; higher % means a stronger effect; one-dose inhibition, % at 20 µM; IC50 in µM for titrated hits; hit rate 0.39% among 310,000; in the data active means a potency from the dose series; further: strong numbers were not always called active
NS5 inhibitors – Dengue-2 NS5 methyltransferase inhibitors, primary screen, biochemical, confirmation dose response (AID 588689). Dengue-2 NS5 methyltransferase capping enzyme assay, biochemical; higher % means a stronger effect. inhibition, % at 25 µM; hits with a dose series show IC50 in µM. hit rate 0.3% among 340,000; in the data active means a potency from the dose series
NS5 inhibitors pilot replicate – recorded beside NS5 inhibitors, whose call it bears; inhibition, %; measured here: pilot screen replicate inhibition
* = called active by the depositor.

For CCOC(=O)NC(=O)CN1C(=O)NC(C)(c2ccccc2)C1=O (centres undefined) the results were RSV antiviral HEp-2 0.3%, PhoP inhibition -3%, LYP phosphatase -6%, MgcRacGAP inhibition 5%, West Nile antiviral 0.0%, GPR35 antagonists 10%, CSM14.1 death rescue 1.3%, SV40 large T antigen 10% and NS5 inhibitors 0%.
CCOC(=O)c1c(NC(=S)NCC2CCCO2)sc(C)c1C (centres undefined) was read as RSV antiviral HEp-2 -1.3%, PhoP inhibition -8%, LYP phosphatase 2%, MgcRacGAP inhibition 18%, West Nile antiviral -0.3%, GPR35 antagonists -15%, CSM14.1 death rescue 0.7%, SV40 large T antigen 21% and NS5 inhibitors 4%.
Screening Cn1ccnc1SCC(=O)Nc1cccc2ccccc12 returned RSV antiviral HEp-2 0.7%, PhoP inhibition 10%, LYP phosphatase -4%, MgcRacGAP inhibition 6%, West Nile antiviral -0.3%, GPR35 antagonists 24%, CSM14.1 death rescue 4.3%, SV40 large T antigen 7%, NS5 inhibitors 1% and NS5 inhibitors pilot replicate -2.1.
COc1cccc(NC(=O)Cn2c(=O)n(-c3ccccc3)c(=O)c3sccc32)c1 was read as RSV antiviral HEp-2 -1.3%, PhoP inhibition -6%, LYP phosphatase -5%, MgcRacGAP inhibition 4%, West Nile antiviral 0.0%, GPR35 antagonists 1%, CSM14.1 death rescue 4.0%, SV40 large T antigen 4% and NS5 inhibitors -5%.
Cc1ccc(C)c(/C=N/NC(=S)NC(C)C)c1 was read as RSV antiviral HEp-2 0.5%, PhoP inhibition -12%, LYP phosphatase 2%, MgcRacGAP inhibition 1%, West Nile antiviral -0.1%, GPR35 antagonists 2%, CSM14.1 death rescue -2.1%, SV40 large T antigen 9% and NS5 inhibitors 3%.
Cc1nc(-c2ccccn2)sc1C(=O)O was read as RSV antiviral HEp-2 -0.2%, PhoP inhibition 11%, LYP phosphatase -3%, MgcRacGAP inhibition 5%, West Nile antiviral 0.2%, GPR35 antagonists 16% and SV40 large T antigen 3%.
O=c1[nH]c2ccccc2cc1-c1noc(-c2cccnc2)n1 was read as RSV antiviral HEp-2 -0.6%, PhoP inhibition -3%, LYP phosphatase -3%, MgcRacGAP inhibition 9%, West Nile antiviral 1.1%, GPR35 antagonists 7%, CSM14.1 death rescue -1.7%, SV40 large T antigen 10% and NS5 inhibitors -2%.
`O=C(NCCOc1ccccc1F)C1CCC(=O)N(CCc2cccc(F)c2)C1` (centres undefined) gave RSV antiviral HEp-2 0.3%, PhoP inhibition 3%, LYP phosphatase -12%, MgcRacGAP inhibition 5%, West Nile antiviral -0.3%, GPR35 antagonists -6%, SV40 large T antigen 2% and NS5 inhibitors -6%.
`COc1ccc(CN2C(=O)C(O)(CC(=O)c3c(C)n[nH]c3C)c3ccccc32)cc1OC` (centres undefined) gave RSV antiviral HEp-2 1.4%, PhoP inhibition 1%, LYP phosphatase -3%, MgcRacGAP inhibition -5%, West Nile antiviral 0.8%, GPR35 antagonists -3%, CSM14.1 death rescue 2.9%, SV40 large T antigen 4% and NS5 inhibitors -3%.
Screening Cc1c(C(=O)Nc2cccnc2)oc2ccc(Br)cc12 returned RSV antiviral HEp-2 -1.8%, PhoP inhibition -5%, LYP phosphatase -4%, MgcRacGAP inhibition 13%, West Nile antiviral 0.0%, GPR35 antagonists -8%, SV40 large T antigen 6% and NS5 inhibitors -2%.
O=[N+]([O-])c1ccc(N/N=C/c2ccccc2O)cc1 was read as RSV antiviral HEp-2 13%, PhoP inhibition -3%, LYP phosphatase 2%, MgcRacGAP inhibition 5%, West Nile antiviral -1.1%, GPR35 antagonists 3%, SV40 large T antigen 14% and NS5 inhibitors -41%.
NC(=O)CC(NC(=O)Cc1ccc(Cl)cc1)c1ccc(NC2CC3CCC2C3)c([N+](=O)[O-])c1 (centres undefined) was read as RSV antiviral HEp-2 -1.3%, PhoP inhibition 0%, LYP phosphatase -2%, MgcRacGAP inhibition 7%, West Nile antiviral -0.8%, GPR35 antagonists -4%, SV40 large T antigen 9% and NS5 inhibitors -5%.

Among those listed so far, these contain a thiophene ring, fused or not:
CCOC(=O)c1c(NC(=S)NCC2CCCO2)sc(C)c1C (centres undefined) was read as RSV antiviral HEp-2 -1.3%, PhoP inhibition -8%, LYP phosphatase 2%, MgcRacGAP inhibition 18%, West Nile antiviral -0.3%, GPR35 antagonists -15%, CSM14.1 death rescue 0.7%, SV40 large T antigen 21% and NS5 inhibitors 4%.
COc1cccc(NC(=O)Cn2c(=O)n(-c3ccccc3)c(=O)c3sccc32)c1 was read as RSV antiviral HEp-2 -1.3%, PhoP inhibition -6%, LYP phosphatase -5%, MgcRacGAP inhibition 4%, West Nile antiviral 0.0%, GPR35 antagonists 1%, CSM14.1 death rescue 4.0%, SV40 large T antigen 4% and NS5 inhibitors -5%.

Returning to the listing, repeating the two entries before the break.
O=[N+]([O-])c1ccc(N/N=C/c2ccccc2O)cc1 was read as RSV antiviral HEp-2 13%, PhoP inhibition -3%, LYP phosphatase 2%, MgcRacGAP inhibition 5%, West Nile antiviral -1.1%, GPR35 antagonists 3%, SV40 large T antigen 14% and NS5 inhibitors -41%.
NC(=O)CC(NC(=O)Cc1ccc(Cl)cc1)c1ccc(NC2CC3CCC2C3)c([N+](=O)[O-])c1 (centres undefined) was read as RSV antiviral HEp-2 -1.3%, PhoP inhibition 0%, LYP phosphatase -2%, MgcRacGAP inhibition 7%, West Nile antiviral -0.8%, GPR35 antagonists -4%, SV40 large T antigen 9% and NS5 inhibitors -5%.
`COc1cc([C@@H]2CC=C(C(=O)O)[C@H](c3ccc(F)cc3)N2S(=O)(=O)c2ccc(C)cc2)cc(OC)c1OC` gave RSV antiviral HEp-2 1.8%, PhoP inhibition 11%, MgcRacGAP inhibition 1%, SV40 large T antigen 13% and NS5 inhibitors 7%.
`Cc1c(OC(C(=O)O)c2ccccc2)ccc2c1oc(=O)c1ccccc12` (centres undefined) gave RSV antiviral HEp-2 2.8%, PhoP inhibition -4%, LYP phosphatase -7%, MgcRacGAP inhibition -9%, West Nile antiviral 0.7%, GPR35 antagonists -11%, SV40 large T antigen 12%, NS5 inhibitors 1% and NS5 inhibitors pilot replicate -0.3.
Screening Cc1ccc2[nH]c(=O)c(CN(C(=O)c3cccc([N+](=O)[O-])c3)C(C)(C)C)cc2c1 returned RSV antiviral HEp-2 0.5%, PhoP inhibition -4%, LYP phosphatase -3%, MgcRacGAP inhibition 8%, West Nile antiviral -0.7%, GPR35 antagonists -8%, SV40 large T antigen -2% and NS5 inhibitors 3%.
Screening Cc1ccccc1-n1nnnc1SCC(=O)Nc1ccc(S(=O)(=O)N2CCCC2)cc1 returned RSV antiviral HEp-2 0.3%, PhoP inhibition -13%, LYP phosphatase 7%, MgcRacGAP inhibition 9%, West Nile antiviral -0.1%, GPR35 antagonists -10%, CSM14.1 death rescue -2.8%, SV40 large T antigen -7% and NS5 inhibitors 0%.
Cc1cccc(NC(=O)[C@@H]2CCCN2C(=O)OC(C)(C)C)c1C was read as RSV antiviral HEp-2 1.2%, PhoP inhibition 0%, LYP phosphatase -8%, MgcRacGAP inhibition 7%, West Nile antiviral -0.7%, GPR35 antagonists -4%, SV40 large T antigen 24% and NS5 inhibitors -6%.
Screening CCCNC(=O)Cn1cnc2sc(C(=O)N3CCN(c4ccc(F)cc4)CC3)c(C)c2c1=O returned RSV antiviral HEp-2 1.5%, PhoP inhibition -20%, LYP phosphatase -8%, MgcRacGAP inhibition 8%, West Nile antiviral -0.2%, GPR35 antagonists -2%, CSM14.1 death rescue -0.8%, SV40 large T antigen 12% and NS5 inhibitors -3%.
O=C1CCC([N+](=O)[O-])C(c2cccc3ccccc23)N1 (centres undefined) was read as RSV antiviral HEp-2 1.6%, PhoP inhibition -3%, LYP phosphatase -5%, MgcRacGAP inhibition 8%, West Nile antiviral 0.0%, GPR35 antagonists -7%, SV40 large T antigen 11% and NS5 inhibitors -4%.
O=C(COc1ccc(-c2nnco2)cc1)Nc1c(F)cccc1F was read as RSV antiviral HEp-2 -2.3%, PhoP inhibition -8%, MgcRacGAP inhibition 7%, SV40 large T antigen 14% and NS5 inhibitors -4%.
Screening CCOC(=O)c1c(NC(=O)CN2C(=O)NC3(CCCCC3C)C2=O)sc(C(=O)N(C)C)c1C (centres undefined) returned RSV antiviral HEp-2 -2.5%, PhoP inhibition -5%, MgcRacGAP inhibition 7%, SV40 large T antigen 13% and NS5 inhibitors 5%.
CC(=O)C1=C(C)Nc2ncnn2C1c1ccc(O)cc1 (centres undefined) was read as RSV antiviral HEp-2 2.3%, PhoP inhibition 15%, LYP phosphatase -8%, MgcRacGAP inhibition 6%, West Nile antiviral 0.8%, GPR35 antagonists -7%, SV40 large T antigen 1% and NS5 inhibitors 0%.
For O=Nc1c2ccc[nH]c-2c2ccc([N+](=O)[O-])cc12 the results were RSV antiviral HEp-2 0.1%, PhoP inhibition -7%, LYP phosphatase -9%, MgcRacGAP inhibition -30%, West Nile antiviral -0.5%, GPR35 antagonists -2%, CSM14.1 death rescue 0.1%, SV40 large T antigen 10% and NS5 inhibitors 2%.
For COc1cccc(-c2nnc3sc(C4CCCCC4)nn23)c1 the results were RSV antiviral HEp-2 12%, PhoP inhibition -2%, LYP phosphatase -5%, MgcRacGAP inhibition 10%, West Nile antiviral -0.6%, GPR35 antagonists 14%, CSM14.1 death rescue 2.4%, SV40 large T antigen 5% and NS5 inhibitors -6%.
`COc1ccc(N2C(=S)N(C(=O)c3ccccc3)C(=Nc3ccccc3)C2=Nc2ccccc2)cc1` gave RSV antiviral HEp-2 0.0%, MgcRacGAP inhibition 11%, West Nile antiviral -0.9% and NS5 inhibitors -11%.
For CCCOC(=O)C1[C@H]2C(=O)N(CCCOC)C[C@]23C=C[C@H]1O3 (some centres undefined) the results were RSV antiviral HEp-2 0.8%, PhoP inhibition 10%, LYP phosphatase -8%, MgcRacGAP inhibition 8%, West Nile antiviral 0.4%, GPR35 antagonists 1%, CSM14.1 death rescue 1.6%, SV40 large T antigen 12% and NS5 inhibitors -5%.
Screening CCOCCn1c(N2CCN(c3ccccc3)CC2)nc2c1c(=O)[nH]c(=O)n2C returned RSV antiviral HEp-2 0.9%, PhoP inhibition 5%, LYP phosphatase -6%, MgcRacGAP inhibition 13%, West Nile antiviral 0.9%, GPR35 antagonists 27%, CSM14.1 death rescue 1.9%, SV40 large T antigen 0% and NS5 inhibitors -3%.
`Cc1nonc1NC(=O)N1CCCC1` gave RSV antiviral HEp-2 1.0%, PhoP inhibition 8%, LYP phosphatase -6%, MgcRacGAP inhibition 4%, West Nile antiviral 0.2%, GPR35 antagonists 19%, CSM14.1 death rescue 4.0%, SV40 large T antigen 1% and NS5 inhibitors -8%.
For CC1Cn2c(nnc2-c2cccc(N)c2)S1 (centres undefined) the results were RSV antiviral HEp-2 0.9%, PhoP inhibition 5%, LYP phosphatase -6%, MgcRacGAP inhibition 4%, West Nile antiviral 0.3%, GPR35 antagonists -4%, SV40 large T antigen 0% and NS5 inhibitors -1%.
`NC(=O)Cn1nnc(-c2ccc(C(F)(F)F)cc2)n1` gave RSV antiviral HEp-2 5.2%, PhoP inhibition 1%, LYP phosphatase -4%, MgcRacGAP inhibition 7%, West Nile antiviral -0.4%, GPR35 antagonists 7%, SV40 large T antigen -2%, NS5 inhibitors -3% and NS5 inhibitors pilot replicate -3.2.
